FEN1 inh: qHTS Assay for the Inhibitors of Human Flap endonuclease 1 (FEN1); 390,000 compounds, 0.35% hits; Potency, µM (highest dose often 114 µM), inactives show at the top dose activity change, negative = inhibition, most hits filed as inhibitors; AID 588795, 2011; P39748; Recombinant FEN1 flap cleavage, fluorescence, 15 min; note: nearly all actives have a fitted effect of over 65% in size
Target sequence (P39748 whole entry, looked up): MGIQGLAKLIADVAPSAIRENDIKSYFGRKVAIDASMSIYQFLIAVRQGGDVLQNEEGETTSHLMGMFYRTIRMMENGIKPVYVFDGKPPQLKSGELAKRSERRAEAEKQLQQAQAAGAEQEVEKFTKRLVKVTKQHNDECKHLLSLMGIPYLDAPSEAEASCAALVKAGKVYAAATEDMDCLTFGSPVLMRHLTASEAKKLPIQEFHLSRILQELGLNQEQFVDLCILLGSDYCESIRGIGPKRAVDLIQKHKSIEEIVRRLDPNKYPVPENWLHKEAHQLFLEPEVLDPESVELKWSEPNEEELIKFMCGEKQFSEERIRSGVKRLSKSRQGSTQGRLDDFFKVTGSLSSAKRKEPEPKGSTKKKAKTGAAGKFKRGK
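Enzyme 10 nM, 15 min RT preincubation with compound; start with substrate 50 nM final; reads at 0 and 15 min; qHTS titration, four-parameter Hill fit.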
N370S GC: qHTS Assay for Inhibitors and Activators of N370S glucocerebrosidase as a Potential Chaperone Treatment of Gaucher Disease; Lysosomal acid glucosylceramidase (Homo sapiens), P04062; N370S GC spleen homogenate, 4MU-glucoside fluorescence; Potency, µM (highest dose often 59.4 µM), without a hit: at the top dose activity change, negative = inhibition, most hits filed as inhibitors; 330,000 compounds, 0.092% hits; AID 2101, 2009;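 note: 0% = full enzyme activity and -100% = no enzyme basal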
TDP1 block: qHTS Assay for Inhibitors of Tyrosyl-DNA Phosphodiesterase (TDP1). Tyrosyl-DNA phosphodiesterase 1 (Homo sapiens), Q9NUW8. recombinant TDP1, AlphaScreen DNA substrate cleavage. Potency, µM (highest dose often 130 µM), inactives show at the top dose activity change, negative = inhibition, most hits filed as inhibitors. 350,000 compounds, 0.28% hits. AID 485290, 2010; note: nearly all actives have a fitted effect of over 40% in size
Target sequence (Q9NUW8 whole entry, looked up): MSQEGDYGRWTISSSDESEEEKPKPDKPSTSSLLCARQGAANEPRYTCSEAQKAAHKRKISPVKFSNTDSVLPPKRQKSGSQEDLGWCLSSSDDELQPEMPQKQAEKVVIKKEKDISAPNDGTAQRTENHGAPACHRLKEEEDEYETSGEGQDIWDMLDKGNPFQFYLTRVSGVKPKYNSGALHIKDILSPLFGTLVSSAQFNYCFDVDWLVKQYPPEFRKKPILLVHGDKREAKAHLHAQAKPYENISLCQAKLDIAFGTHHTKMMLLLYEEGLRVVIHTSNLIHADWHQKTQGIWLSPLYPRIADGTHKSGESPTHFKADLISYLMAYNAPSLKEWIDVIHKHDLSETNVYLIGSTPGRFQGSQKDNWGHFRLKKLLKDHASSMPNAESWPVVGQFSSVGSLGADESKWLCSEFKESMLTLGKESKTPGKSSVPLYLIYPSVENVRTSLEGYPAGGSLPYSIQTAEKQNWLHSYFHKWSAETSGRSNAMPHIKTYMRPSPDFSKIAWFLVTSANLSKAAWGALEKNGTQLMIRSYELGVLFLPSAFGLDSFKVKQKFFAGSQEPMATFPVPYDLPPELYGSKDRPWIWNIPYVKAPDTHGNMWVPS
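Here, a 5' biotin and 3' phosphotyrosine-FITC DNA oligonucleotide reports Tdp1 activity: intact substrate bridges AlphaScreen beads, while cleavage leaves a 3' phosphate and drops signal. All incubations at room temperature.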
* = called active by the depositor; ? = inconclusive; nt = no result given; & = joins results of further samples; [ ] = dose if it differs, or a comment. Calls come from the whole dose curve; as a rule, active = well fitted curve in the direction sought with a large enough effect; inconclusive = small, poorly fitted or top-dose-only effect, or another doubt; inactive = no such curve, though single readings can be large; an effect the other way counts as inactive or inconclusive. Unless noted, % is set by controls: 0 for no effect and ±100 for the full control effect; potency is the fitted concentration of half-maximal effect.

Values run as follows: FEN1 inh	N370S GC	TDP1 block
O=C(COc1ccc2c3c(c(=O)oc2c1)CCC3)NC1CCN(Cc2ccccc2)CC1
→ -1%	5%	0%
CC(C)Cc1nnc(NC(=O)CCC(=O)N2CCN(C3CCCC3)CC2)s1
→ -3%	-9%	3%
Cc1ccc(Cn2c(N)c(S(=O)(=O)c3cccs3)c3nc4ccccc4nc32)cc1
→ 0%	?	-1%
COc1ccc(CN(Cc2ccco2)C(=O)COc2ccccc2Cl)cc1
→ 1%	nt	0%
CC1(C)CC(=O)C(C=Nc2cc(C(=O)c3ccccc3)ccc2N)=C(O)C1
→ 7%	-1%	9%
C[C@H](CO)N1C[C@H](C)[C@@H](CN(C)C(=O)Nc2ccccc2)Oc2ccc(NC(=O)Nc3ccc(C(F)(F)F)cc3)cc2C1=O
→ -14%	nt	2%
COc1cc(/C=C(\C#N)C(=O)NCCc2ccccc2)cc(OC)c1O
→ 9%	-14%	-5%
CCC(=O)N1c2ccccc2NC2=C(C(=O)CCC2)C1c1ccccc1 (stereo not given)
→ -2%	-4%	6%
O=C(Nc1ccnn1C1CCN(C/C=C/c2ccc(F)cc2)CC1)C1CCCC1
→ 3%	-11%	3%
C1CCC(n2nnnc2CN2CCCC2)CC1
→ -1%	16%	3%
CN1CCN(C(=O)CCNC(=O)Cn2cnc3ccccc3c2=O)CC1
→ 5%	-1%	3%
Cc1ccc(C)c(Cn2c(=O)n(C)c(=O)c3sccc32)c1
→ -7%	-10%	nt
CCN1C(=O)[C@@H]2[C@@H](c3ccc(-c4ccc(F)cc4)cc3)N3CCC[C@@]3(C(=O)OC)[C@@H]2C1=O
→ 11%	3%	10%
CCc1ccc(NC(=S)N(Cc2ccccc2)Cc2ccccn2)cc1
→ -20%	16%	-5%
CC(C)[C@@H](CC(=O)N[C@@H]1CCCC[C@H]1C(=O)N[C@H](CC(=O)N[C@@H](CCC(=O)O)CC(=O)O)Cc1c[nH]c2ccccc12)NC(=O)C[C@H](Cc1c[nH]c2ccccc12)NC(=O)[C@@H]1CNCC[C@H]1N
→ nt	2%	-11%
CC(C)C(=O)Nc1nnc(S(=O)(=O)N(C)Cc2ccc(F)cc2)s1
→ 2%	nt	6%
COc1cc(/C=C2\SC(=S)N(Nc3ccccc3)C2=O)ccc1O
→ ?	2%	0%
C=CC(=O)OCCCCCCOC(=O)C=C
→ nt	0%	3%
CCSc1nc(C2CC2)cc(-c2ccco2)c1C#N
→ -19%	23%	-5%
Cc1cc(C)c2c(C)c(C(=O)NCc3ccc(S(N)(=O)=O)cc3)oc2c1
→ -3%	4%	0%
CN(C)CCCNc1c2c(nc3ccccc13)CCC2
→ ?	-2%	nt
Nc1cccc(S(=O)(=O)c2cccc(N)c2)c1
→ 6%	3%	7%
O=C(CSc1ncnc2ccccc12)NC1CCS(=O)(=O)C1 (stereo not given)
→ 14%	nt	-9%
CCCCC1(C)NC(=O)N(CC(=O)Nc2cc(S(=O)(=O)N3CCOCC3)ccc2Cl)C1=O (stereo not given)
→ -14%	nt	0%
CC(C)(C)c1ccc(C(CC(=O)O)NC(=O)Cc2ccc(F)cc2)cc1 (stereo not given)
→ nt	-11%	1%
CCc1ccc(N2C(=O)c3sc4nnc(C)c(=O)n4c3C2=O)cc1
→ 1%	3%[2.35 µM]	-5%
COc1ccc(N2CCN(C(=O)c3cc4c(=O)oc5ccc(C)cc5c4s3)CC2)cc1
→ 13%	nt	6%
CCCCCCC(=O)NNC(=O)c1c(O)c2ccccc2n(CC)c1=O
→ -1%	4%	8%
COc1cc(C2C(C(=O)c3ccco3)=C(O)C(=O)N2c2cc(C)on2)cc(Br)c1O (stereo not given)
→ 8%	-2%	-3%
Cc1ccc(-n2c(-c3ccncc3)n[nH]c2=S)cc1
→ -18%	6%	?
N#Cc1ccc(Oc2cccnc2)cc1C#N
→ 5%	16%	3%
Cc1ccc(N=CC2=C(O)CC(c3ccco3)CC2=O)cc1 (stereo not given)
→ 5%	12%	2%
CCC(C)[C@@H](C(=O)N1CCNCC1)n1cc(CCCCN)nn1 (stereo not given in full)
→ 3%	4%	3%
CCc1ccc2c(c1)c1nnc(NN)nc1n2CC
→ -4%	7%	8%
CN(c1ccccc1)S(=O)(=O)c1cccc(NC(=O)CSc2ncc(C(F)(F)F)cc2Cl)c1
→ -10%	17%	4%
Cc1ccc(NC(=O)CN(C)C(=O)CSc2nccn2C)cc1
→ 9%	nt	2%
CN(C)c1ccc(NC(=O)C[n+]2ccccc2)cc1
→ -8%	-3%	nt
Cc1cc(NC(=O)CCc2ccc(S(=O)(=O)N3CCOCC3)cc2)n(-c2ccccc2)n1
→ -9%	0%	2%
COc1ccc(-n2c(=S)[nH]c3cc(C(=O)N4CCN(c5ccccc5)CC4)ccc3c2=O)cc1
→ 17%	-4%	13%
COC(=O)c1cccc(-n2[nH]nnc2=S)c1
→ -1%	-20%	4%
COc1ccc(C2CCCN2C(=O)Nc2ccc(F)cc2)cc1OC (stereo not given)
→ 1%	-1%	1%
Cc1ccc(NC(=O)Cn2cc(C(=O)C3CCCCC3)c3ccccc32)c(C)c1
→ 0%	nt	3%
CCN(CC)C(=O)c1cc2cc(Br)ccc2oc1=O
→ -16%	3%	-6%
O=C(c1ccccc1Br)N1CCN(c2ccccc2)CC1
→ 9%	-7%	4%
CCCn1c(SCC(=O)C(C)(C)C)nc2ccccc21
→ 14%	8%	-1%
Cc1ccc(NS(=O)(=O)c2c(C)[nH]c(C)c2C(=O)N2CCCCC2)cc1Cl
→ 13%	2%	9%
COC(=O)[C@]1(Cc2ccccc2)N[C@H](CN(C)C(=O)c2ccc(C(C)(C)C)cc2)[C@@H]2C(=O)N(Cc3ccccc3)C(=O)[C@@H]21
→ -22%	nt	2%
CCOc1ccc(S(=O)(=O)Nc2cccc(C(=O)NCC(c3ccccc3)N(C)C)c2)cc1 (stereo not given)
→ 8%	2%	-10%
CC(C)c1ccc(NC(=O)NCc2ccc(F)cc2)cc1
→ -16%	7%	-1%
CCOC(=O)N1N=C(CC)CC1(O)C(F)(F)F (stereo not given)
→ 3%	10%	0%
CCN1CCN(C(=O)c2c(-c3c(Cl)cccc3Cl)noc2C)CC1
→ -22%	-9%	nt
CCc1ccc(C(=O)Nc2ccc3nn(-c4ccc(C)c(Cl)c4)nc3c2)cc1
→ 4%	nt	5%
O=C(OCC(=O)N(C1CCCCC1)C1CCCCC1)c1ccccc1O
→ -23%	22%	nt
Cc1cccc(C(=O)NC2CCN(CC(=O)Nc3ccccc3Cl)CC2)c1
→ 4%	-3%	nt
CO[C@@H]1COC(=O)[C@H](C)NC(=O)C/C=C\[C@@H](C)[C@H](OC)COC(=O)[C@H](C)NC(=O)C/C=C\[C@H]1C
→ nt	-5%[12.8 µM]	6%[21 µM]
CCN(CC)CCCn1c2c(c(SCC(=O)Nc3nccs3)nc1=O)CCC2
→ 4%	-3%	nt
COc1ccccc1CC1(C)NC(=O)N(CC(=O)N2CC(C)OC(C)C2)C1=O (stereo not given)
→ 0%	2%	-2%
C=CCNc1nc(Cl)nc(Nc2ccc(OC)cc2OC)n1
→ -15%	-6%	0%
CC1CC(=O)Nc2ccccc2N1C(=O)Nc1ccc(F)cc1F (stereo not given)
→ 0%	-1%	5%
CC(C)CC(=O)Nc1ccc(Oc2ccc(NC(=O)CC(C)C)cc2)cc1
→ -4%	6%	0%

2 records drawn at random from those above, as already listed:
Values run as follows: FEN1 inh	N370S GC	TDP1 block
COc1ccccc1CC1(C)NC(=O)N(CC(=O)N2CC(C)OC(C)C2)C1=O (stereo not given)
→ 0%	2%	-2%
CC(C)CC(=O)Nc1ccc(Oc2ccc(NC(=O)CC(C)C)cc2)cc1
→ -4%	6%	0%

Two of the compounds above, with each value named.
mol: Cc1ccc(NS(=O)(=O)c2c(C)[nH]c(C)c2C(=O)N2CCCCC2)cc1Cl
  FEN1 inh = 13%
  N370S GC = 2%
  TDP1 block = 9%
mol: COC(=O)[C@]1(Cc2ccccc2)N[C@H](CN(C)C(=O)c2ccc(C(C)(C)C)cc2)[C@@H]2C(=O)N(Cc3ccccc3)C(=O)[C@@H]21
  FEN1 inh = -22%
  N370S GC = nt
  TDP1 block = 2%

(list continues)
Compound | FEN1 inh | N370S GC | TDP1 block
CCCCCC/C=C/c1ccc(C2C3C=CCC(C)C3C(=O)N2Cc2ccccc2)c(F)c1 (stereo not given) | -20% | -6% | 0%
COc1ccc(Nc2nc3c(S(=O)(=O)c4ccccc4)nnn3c3ccsc23)cc1OC | 13% | nt | 5%
CCOc1cc(C(=O)NC2CC(C)(C)NC(C)(C)C2)cc(OCC)c1OCC | -3% | -10% | 4%
NC(=O)c1nsc(C(=O)N(c2ccc(F)cc2)C(C(=O)NCC2CCCO2)c2ccc3ncccc3c2)c1N (stereo not given) | 11% | ? | 0%
C/C(=N\NC(=O)c1nnn(-c2nonc2N)c1CN(C)c1ccccc1)c1cccc(O)c1 | -14% | 6% | 7%
CCc1ccccc1NC1=NCC(=O)N1Cc1ccc2c(c1)OCO2 | -6% | -1% | 1%[56.1 µM]
CCCCNc1nc(Oc2ccc(=O)[nH]n2)nc(N(C)C)n1 | -10% | nt | 2%
COc1ccccc1CNC(=O)COC(=O)c1ccc(S(=O)(=O)N2CCCC2)cc1 | 3% | 7% | -2%
O=C(c1ccccc1)N(Nc1ccccc1)c1ccccc1 | -6% | -11% | -9%
N#CC1=C(N)Oc2cc(O)ccc2C1c1ccncc1 (stereo not given) | 0% | 0% | 2%
COc1ccc(NC(=O)CSc2ccccn2)cc1 | 1% | 7% | 5%
Cc1ccc(C)c(NC(=O)c2cc(-c3ccccc3)nn2-c2ccccc2)c1 | -11% | 25% | 3%
COc1ccc2oc(C(=O)OCC(=O)N3CCN(S(=O)(=O)c4ccc(C)cc4)CC3)c(C)c2c1 | -1% | -10% | 0%
Cc1ccc(C)c(C(=O)CCC(=O)Nc2ccc(N3CCN(C)CC3)cc2C)c1 | -9% | nt | 0%
O=c1oc2ccccc2c2oc3cc(O)c(O)cc3c12 | 45µM* | -12%&-15% | 8%
O=C(Nc1cccc(-c2csc(Nc3ccc(Cl)cc3)n2)c1)c1cccc(C(F)(F)F)c1 | ? | 9% | 5%
S=c1[nH]nc(COc2ccc(Cl)cc2)o1 | 4% | -10% | -1%
Cc1cc(=O)[nH]c(N/N=C/c2ccc(OC(=O)c3ccco3)cc2)n1 | -34% | -1% | -7%
CCC(c1nnnn1C(C)(C)CC)N(CCCN1CCOCC1)Cc1cc2cccc(C)c2[nH]c1=O (stereo not given) | -1% | -3% | -1%
Cc1cc(S(=O)(=O)NC2CCCCC2)ccc1OCC(=O)NCC1CCCO1 (stereo not given) | -13% | -17% | -5%
CCN(C(=O)/C=C/c1ccc2c(c1)OCO2)c1ccccc1 | 12% | 5% | 3%
CCOc1cc(CNC2CCCC2)cc(Cl)c1OCc1ccc(F)cc1 | -19% | ? | 6%
CC(/C=C1\SC(=S)N(CCC(=O)Nc2ccccc2O)C1=O)=C\c1ccccc1 | 4% | 2% | 2%
COc1cccc(CNC(=O)CCNS(=O)(=O)c2ccc3[nH]c(=O)oc3c2)c1 | 2% | -6% | 1%
O=C1CN(C(=O)COC(=O)/C=C/c2ccc(OC(F)F)cc2)c2ccccc2N1 | -2% | 9% | 0%
CCN1CCN(c2cc(C)c3cc(NC(=O)/C=C/c4ccc(OCCC(C)C)cc4)ccc3n2)CC1 | -5% | nt | 6%
CCOC(=O)C1CCN(C(=O)CN(C)S(=O)(=O)c2ccc3c(c2)c(=O)n(C)c(=O)n3C)CC1 | -2% | 2% | 10%
COc1ccc(S(=O)(=O)N2CCCCC2)cc1NC(=O)CSc1ncccn1 | 1% | nt | 0%
Oc1cccc(/C=N/N=C/c2cccc(O)c2O)c1O | -19% | 3% | nt
CC(C)(C)C(=O)Nc1ccc(C(=O)Nc2cccc(Oc3ccc(C(=O)O)c(C(=O)O)c3)c2)cc1 | 20% | ? | 35µM*
CCn1c(CSc2nc(C)cc(C)n2)nnc1SCC(=O)Nc1cccc2ccccc12 | -3% | 28% | 5%
CN(C)C(=O)c1ccc(-c2cc(C(F)(F)F)n(C)n2)s1 | -4% | 1% | 0%
COc1ccc(Nc2ncc(C#N)c(N)n2)c(OC)c1 | 10% | -1% | nt
CCCNC(=O)c1ccc(N2CCC3(CC2)CC(c2cccc(Br)c2)=NO3)c(N)c1 | -15% | -12% | 5%

Source: PubChem BioAssay (National Center for Advancing Translational Sciences (NCATS))
